Bioassay records: PubChem BioAssay, several laboratories
K1F lysis inhibition: inhibition of K1F phage lysis, E. coli UTI89, bacterial capsule biogenesis inhibitors, alamar blue (AID 488966). E. coli UTI89 K1F phage lysis, alamar blue, 2 h; higher % means a stronger effect. one-dose inhibition, % at 100 µM; IC50 in µM for titrated hits. 0.02% of 340,000 active;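 active = phage lysis inhibition, versus mean bacterial control, above a set limit; inconclusive = no clear call, values can overlap the other calls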;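 note: capsule biogenesis inhibitors block K1F phage lysis so surviving cells raise fluorescence; higher fluorescence means more inhibition of phage lysis; actives were called in the ten point dose series up to 300 µM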
AID2073: inhibitors of Mint1-CaV2.2 protein interaction, biochemical, HTRF (AID 2073). Voltage-dependent N-type calcium channel subunit alpha-1B (Homo sapiens). HTRF protein-protein interaction, Mint1-CaV2.2; higher % means a stronger effect. one-dose inhibition, % at 20 µM; IC50 in µM for titrated hits. 0.19% of 290,000 active; in the data active = inhibition mostly above about 51%, no sharp cut-off; inconclusive = no clear call, values can overlap the other calls; inactive = mostly below about 53%; note: some results filed as inactive read as strong as hits
Siah-1 displacement: Siah-1 peptide-binding antagonists, primary screen, biochemical, fluorescence polarization, rhodamine-plectin, uHTS (AID 1817). 0.02% of 290,000 active. one-dose displacement, % at 20 µM; IC50 in µM for titrated hits. E3 ubiquitin-protein ligase SIAH1 (Homo sapiens). Siah-1 / rhodamine-plectin peptide fluorescence polarization; higher % means a stronger effect;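 active = displacement of at least 50% at 20 µM, with a fluorescence ratio check between 0.3 and a set limit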;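 note: plate controls were Siah plus tracer with DMSO for no effect and tracer alone without Siah for full effect; strong numbers were not always called active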
NTR1 agonist: agonists of NTR1, primary screen, imaging, U2OS cells, beta-arrestin-GFP, high content (AID 493036); Neurotensin receptor type 1 (Homo sapiens), P30989; NTR1-U2OS beta-arrestin-GFP spot imaging, agonist mode; activation, % at 20 µM; 0.17% of 330,000 active;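 active = activation at or above 40% of the spot to cytoplasm intensity ratio, with at least 20 cells analyzed; inconclusive = wells under 20 cells, flagged as cytotoxic or low count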;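 note: 0% = DMSO without peptide and 100% = 100 nM NTR1 peptide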
Target sequence (P30989 whole entry, looked up): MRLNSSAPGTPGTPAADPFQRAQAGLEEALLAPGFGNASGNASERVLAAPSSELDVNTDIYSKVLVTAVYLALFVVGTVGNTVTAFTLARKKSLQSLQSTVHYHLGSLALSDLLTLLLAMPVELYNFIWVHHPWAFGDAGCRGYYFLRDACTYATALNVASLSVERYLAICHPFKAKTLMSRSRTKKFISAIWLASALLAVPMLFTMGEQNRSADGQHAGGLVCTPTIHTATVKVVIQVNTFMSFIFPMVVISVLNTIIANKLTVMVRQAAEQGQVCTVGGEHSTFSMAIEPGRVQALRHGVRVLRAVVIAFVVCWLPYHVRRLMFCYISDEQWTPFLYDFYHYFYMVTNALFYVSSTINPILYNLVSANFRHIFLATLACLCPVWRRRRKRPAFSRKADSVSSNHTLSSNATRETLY
HIV fusion peptide: inhibitors of HIV fusion peptide binding, primary screen, biochemical, uHTS, fluorescence dequenching (AID 1986); 0.3% of 290,000 active; cell-free peptide binding, fluorescence dequenching, 30 min; higher % means a stronger effect; inhibition, % at 20 µM, or IC50 in µM where a hit was titrated; in the data active = inhibition mostly above about 52%, no sharp cut-off; inactive = mostly below about 76%; note: some results filed as inactive read as strong as hits
NS5 inhibitors: Dengue-2 NS5 methyltransferase inhibitors, primary screen, biochemical, confirmation dose response (AID 588689); Dengue-2 NS5 methyltransferase capping enzyme assay, biochemical; higher % means a stronger effect; one-dose inhibition, % at 25 µM; IC50 in µM for titrated hits; Genome polyprotein (Dengue virus type 2 (strain 16681-PDK53)); 0.3% of 340,000 active; in the data active = a potency from the dose series; inconclusive = inhibition above about 29% without an active follow-up result
GPR35 arrestin U2OS: GPR35 antagonists blocking zaprinast-driven arrestin recruitment, primary screen, imaging, U2OS, beta-arrestin-GFP, zaprinast agonist (AID 2058); 0.052% of 290,000 active; inhibition, % at 10 µM, or IC50 in µM where a hit was titrated; U2OS GPR35 beta-arrestin-GFP translocation imaging, zaprinast antagonism; higher % means a stronger effect;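 active = inhibition of at least 50% with at least 30 cells and total cytoplasm GFP at most 10,000,000; inconclusive = under 30 cells or total GFP of 10,000,000 plus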
GPR55 beta-arrestin: GPR55 agonists via beta-arrestin recruitment, primary screen, imaging, U2OS cells, beta-arrestin-GFP redistribution (AID 1961) | G-protein coupled receptor 55 (Homo sapiens) | U2OS GPR55 beta-arrestin-GFP redistribution imaging; higher % means a stronger effect | activation, % at 10 µM, or EC50 in µM where a hit was titrated | 0.048% of 290,000 active;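 active = activation above 40% with more than 50 cells counted in the well; inconclusive = wells holding fewer than 50 cells, flagged as toxic or sparse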;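 note: U2OS osteosarcoma cells stably expressing GPR55 and beta-arrestin-GFP; plate controls were DMSO negative control for no effect and LPI positive control for full effect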
GPR55 LPI antagonism: GPR55 antagonists blocking LPI-driven arrestin recruitment, primary screen, imaging, U2OS, beta-arrestin-GFP, LPI agonist (AID 2013). G-protein coupled receptor 55 (Homo sapiens). 0.13% of 290,000 active. U2OS GPR55 beta-arrestin-GFP translocation imaging, LPI antagonism; higher % means a stronger effect. inhibition, % at 10 µM, or IC50 in µM where a hit was titrated;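 active = spots per cell inhibited over 60%, with over 100 cells counted and total cytoplasm intensity under 500,000; inconclusive = wells with under 100 cells, flagged as likely toxic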;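 note: U2OS cells stably carrying GPR55 and arrestin-GFP stimulated by 5 µM LPI near EC80; imaged beta-arrestin-GFP aggregate spots per cell after agonist stimulation; plate controls were LPI-stimulated DMSO wells for no effect and DMSO wells without LPI for full effect; some results filed as inactive read as strong as hits; confirmed hits need IC50 under 10 µM and bright autofluorescent wells are also inconclusive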
NTR1 agonist cell count 20 µM: further read-out of NTR1 agonist, marked with its call; cell count; measured here: cell count, cytotoxicity flag
NS5 inhibitors pilot replicate: recorded beside NS5 inhibitors, whose call it bears; inhibition, %; measured here: pilot screen replicate inhibition
An asterisk follows results filed as active; i = inactive; ? = inconclusive; nt = not tested or not shown; [ ] = dose if it differs, or a comment.

SMILES	K1F lysis inhibition	AID2073	Siah-1 displacement	NTR1 agonist	NTR1 agonist cell count 20 µM	HIV fusion peptide	NS5 inhibitors	GPR35 arrestin U2OS	GPR55 beta-arrestin	GPR55 LPI antagonism	others
COc1ccc(C)cc1-n1nnnc1SCC(=O)N1CCC(C(=O)Nc2nccs2)CC1	-0.6%	0%	-8%	1.7	71	-2.6%	-1%	16%	-0.1%	6%	NS5 inhibitors pilot replicate=2.9
CCOc1ccccc1/C=c1\sc2nc(-c3ccco3)nn2c1=O	0.3%	22%	2%	10	33	26%	?	-5%	0.5%	11%
O=C(CCCCn1c(=S)[nH]c2ccsc2c1=O)NCc1ccc2c(c1)OCO2	0.2%	3%	3%	0.5	60	-0.3%	4%	4%	1.0%	3%
CCn1ccnc1[C@@H]1C[C@H]2CN(c3ccccc3OC)C(=O)[C@]23CCCN13	0.3%	14%	0%	-0.1	54	0.5%	-7%	9%	-0.2%	-2%
CCOc1ccc(NC(=O)c2cccc(OC(=S)N3CCOCC3)c2)cc1	i	5%	10%	1.4	45	0.1%	-5%	9%	-0.1%	-2%
C=CCNC(=O)NC(=O)COC(=O)/C(C#N)=C/c1cc(C)n(CCC(C)C)c1C	i	23%	2%	4.4	88	0.5%	-6%	-3%	0.0%	-4%
COc1cc(C(=O)NCCc2ccc3c(c2)OCCO3)ccc1OCC(=O)N1CCOCC1	0.3%	7%	-6%	3.0	79	-1.6%	-3%	-2%	-0.2%	-1%	NS5 inhibitors pilot replicate=1.5
CN(C)c1ccc(C(CNS(=O)(=O)c2ccc(F)cc2)c2c[nH]c3ccccc23)cc1 (configuration not stated)	3.5%	10%	-2%	2.5	62	5.2%	2%	-2%	0.9%	7%
Cc1cccc(OCC2=NS(=O)(=O)c3ccccc3N2)c1	-0.2%	10%	5%	-1.4	85	-0.2%	2%	16%	-0.1%	5%
COc1ccc(-c2nc(NC(C)=O)sc2-c2ccccc2)cc1	-0.1%	-10%	-3%	11	55	1.0%	-5%	-2%	0.2%	-15%
O=C(CCSc1ccccc1)NC1CCCC1	0.3%	3%	3%	-1.7	85	-1.3%	-3%	-6%	0.2%	9%
Cc1cc(C)n(/N=C/c2ccc(O)cc2)c(=O)c1C#N	0.5%	26%	17%	-0.1	54	1.8%	-7%	-2%	0.1%	8%
O=C(CSc1nnc2c(Cl)cc(C(F)(F)F)cn12)NCc1ccc(F)cc1	1.4%[50 µM]	8%	-4%	1.7	52	5.8%	0%	25%	0.2%	14%
COc1cccc(NC(=S)N(CCN(C)C)C(C)c2cccnc2)c1 (configuration not stated)	0.2%	10%	6%	-0.3	65	-0.1%	-1%	-14%	-0.4%	6%
CN(C1CCCCC1)S(=O)(=O)c1ccc(NC(=O)C2CCCCC2C(=O)O)cc1 (configuration not stated)	0.4%	-1%	5%	0.6	43	0.3%	1%	-1%	-0.2%	4.7µM*
CCN(CC(=O)Nc1ccc(NC(C)=O)cc1)C(=O)C12CC3CC(CC(Cl)(C3)C1)C2	0.0%	9%	3%	0.3	47	1.5%	2%	-1%	0.2%	2%
CC(Sc1nc2c(c(=O)[nH]1)CCCC2)C(=O)Nc1ccccc1C#N (configuration not stated)	0.1%	9%	-1%	3.8	48	-0.7%	-6%	5%	0.4%	0%
CNc1nc(C)c(C(=O)OCc2ccccc2)s1	0.9%	-7%	2%	7.0	84	-1.1%	-1%	8%	-0.1%	2%
CCC(=O)Nc1ccc(C(=O)NNC(=O)Cc2ccccc2)cc1	-0.3%	-7%	1%	-0.7	39	-2.7%	-4%	-3%	0.1%	0%
COC1(OC)C(=N/O)/C(=N\O)CCC1O (configuration not stated)	6.5%	10%	0%	-1.2	39	2.6%	-8%	-3%	-0.1%	0%
O=C(NN=C1CCCCC1)NC1CCCCC1	-1.0%	12%	-1%	0.8	53	-0.6%	-5%	14%	0.3%	-2%
O=C(O)c1cc([N+](=O)[O-])cc2c1nnn2O	0.0%	-17%	12%	1.1	49	-3.4%	-3%	-5%	0.2%	3%
COc1c2c(nc3ccccc13)OC(C(C)(O)COC(C)=O)C2 (configuration not stated)	0.9%	6%	-9%	-0.2	44	-1.6%	4%	8%	0.2%	-2%
COc1ccccc1NC(=S)NC1CCC(CC2CCC(NC(=S)Nc3ccccc3OC)CC2)CC1 (configuration not stated)	5.5%	36%	0%	1.0	52	-1.4%	0%	0%	0.6%	-6%
O=C1OC(Nc2nc(-c3ccc(F)cc3)cs2)c2ccccc21 (configuration not stated)	-1.0%[50 µM]	1%	-4%	3.0	99	-0.8%	-3%	-1%	0.0%	1%
Cc1nc2n(COCCO)cnn2c(=O)c1Br	0.1%	4%	20%	1.8	76	0.7%	-19%	-7%	-0.2%	5%
COc1ccc(/C=N/Nc2ncnc3sc4c(c23)CCCC4)cc1O	-0.7%	11%	-5%	6.8	51	-3.8%	1%	-8%	0.1%	14%
CC1CC(=O)c2cnc(Nc3cccc(C(F)(F)F)c3)nc2C1 (configuration not stated)	0.4%	8%	-2%	3.9	69	-1.8%	-1%	5%	-0.1%	13%
CCN1CCCC1Cn1cnc2c([nH]c3cccc(Cl)c32)c1=O (configuration not stated)	2.9%	2%	-4%	1.3	53	-1.0%	-6%	17%	0.2%	16%
Cc1c(C(=O)NCC2CCCO2)cccc1[N+](=O)[O-] (configuration not stated)	3.8%	21%	6%	-0.5	44	-0.6%	-4%	-14%	-0.4%	2%
CCC(=O)c1ccc(OCC(=O)N2CCCC2)c(OC)c1	0.1%	10%	0%	0.2	44	-0.2%	2%	6%	-0.1%	11%
Cc1c(C(=O)O)c2cc(O)ccc2n1-c1ccccc1	-0.1%	8%	1%	-1.1	90	1.1%	-4%	-1%	0.0%	15%
COc1ccc(C2=CSC3=NNC4(CCCCC4)NN23)cc1	-0.3%	7%	-2%	0.9	23	-1.6%	-12%	6%	0.6%	-21%
Cc1noc(NS(=O)(=O)c2ccc(N/C=C\C(=O)c3ccc(F)cc3)cc2)c1C	nt	7%	-2%	0.2	50	4.3%	nt	-3%	-0.1%	1%
O=c1[nH]c(/C=C/c2cccc([N+](=O)[O-])c2)c([N+](=O)[O-])c(=O)[nH]1	0.6%	5%	-3%	-0.1	62	7.1%	73µM*	-4%	-0.2%	-3%
OC(COc1c(F)cc(Br)cc1F)CN1CCc2ccccc2C1 (configuration not stated)	-2.0%	-3%	-2%	1.0	56	-0.5%	2%	-2%	0.4%	6%
Cc1ccc2nc(-c3ccco3)c(Nc3ccccc3)n2c1	0.1%[50 µM]	29%	-3%	-1.5	64	8.2%	-7%	3%	0.4%	10%
O=C(CNc1cccc(Cl)c1)NNC(=S)NCc1ccccc1	0.2%	-4%	1%	0.9	41	-1.8%	-1%	-16%	-0.1%	3%
Cc1ccc(C2/C(=C(\O)c3ccc4c(c3)OCCO4)C(=O)C(=O)N2CC2CCCO2)cc1 (configuration not stated)	1.3%[50 µM]	18%	5%	0.4	75	-1.9%	10%	2%	-0.1%	-5%
CCOC(=O)N=S(=O)(Oc1ccc([N+](=O)[O-])cc1)c1ccccc1 (configuration not stated)	-0.2%	7%	7%	-0.9	78	-2.0%	1%	-9%	0.1%	10%
CCS(=O)(=O)Nc1cccc(C2=NN(S(C)(=O)=O)C(c3cccs3)C2)c1 (configuration not stated)	0.0%	8%	2%	0.9	61	0.5%	-6%	5%	-0.2%	9%
COc1ccc(C(=O)Nc2ccc(NC(=O)c3ccccc3OC)nc2)cc1	0.0%	5%	4%	13	67	1.4%	8%	7%	-0.1%	-4%
Cc1ccc(-c2nc(CSCC(=O)N3CCN(C(=O)c4ccco4)CC3)c(C)o2)cc1	-1.9%	-6%	5%	2.8	58	-2.9%	1%	13%	-0.1%	3%
O=C(c1cc([N+](=O)[O-])cc([N+](=O)[O-])c1)N1CCCc2ccccc21	-0.5%	5%	16%	5.6	24	-0.3%	-9%	12%	0.3%	-3%
O=C(CNC(=O)N1CC(=O)Nc2ccccc21)Nc1ccc(Cl)cc1	0.3%	-1%	2%	0.2	64	1.3%	2%	10%	-0.1%	12%
CCC(=O)Nc1nc2nc(C)cc(=O)n2[nH]1	0.4%	4%	-7%	-0.2	42	-2.8%	2%	5%	0.2%	10%
CCOC(=O)Cn1c(=NC(=O)CSC(C)=O)sc2cc(F)ccc21	0.0%	5%	2%	2.6	79	3.4%	-3%	-12%	0.4%	-4%
CCN1/C(=C/c2sc(-c3ccccc3C)c[n+]2C)Sc2ccccc21	-0.2%	-14%	-4%	nt	nt	-2.4%	22%	-6%	0.0%	-2%
CCCc1ccc(Oc2c(-c3ccc(O)c(C)c3O)n[nH]c2C)cc1	0.1%	3%	-1%	18	83	2.3%	-7%	1%	1.0%	1%
N/C(=N\OS(=O)(=O)c1ccc2ccccc2c1)c1ccncc1	0.5%	3%	3%	0.7	35	1.5%	-12%	-3%	0.6%	11%
COc1ccc2cc3cc(C(=O)NCCC(C)C)oc3nc2c1	0.7%[50 µM]	19%	-4%	-1.5	56	0.3%	3%	4%	0.0%	-3%
O=S(=O)(c1cccc(-c2cn3cc(Cl)ccc3n2)c1)N1CCOCC1	?	4%	0%	0.9	77	-0.8%	-3%	4%	0.6%	3%
Cc1nc(C(C)NC(=O)c2cc(COc3ccc(C)c(C)c3)on2)c(C)s1 (configuration not stated)	-0.3%	3%	9%	2.0	56	1.1%	-6%	-18%	-0.1%	10%
Cc1nc(C)c(-c2csc(NCc3ccccc3)n2)s1	-0.2%	-26%	-4%	-1.2	87	-1.4%	-11%	26%	-0.3%	-12%
Cc1onc(-c2ccccc2)c1C(=O)NNC(=S)NC(=O)c1ccc(Cl)cc1Cl	1.9%[50 µM]	-3%	-8%	9.0	42	11%	2%	-2%	0.5%	4%
CCOn1c(-n2nc(C)cc2C)nc2ccccc2c1=O	1.4%	-5%	3%	0.6	43	-0.4%	5%	-3%	-0.1%	-2%
